# CBFb-RUNX1 inh = inhibitors of human CBF-beta and RUNX1 interaction. Q01196+Q13951. AlphaScreen CBFb-His/RUNX1-biotin binding, biochemical. Potency, µM (top dose mostly 59.8 µM), for the others: at the top dose activity, negative = inhibition, hits mostly inhibitors. 230,000 tested, under 10 active. AID 1477; also: % of control where 0% means no effect
# Target sequence (Q01196 whole entry, looked up): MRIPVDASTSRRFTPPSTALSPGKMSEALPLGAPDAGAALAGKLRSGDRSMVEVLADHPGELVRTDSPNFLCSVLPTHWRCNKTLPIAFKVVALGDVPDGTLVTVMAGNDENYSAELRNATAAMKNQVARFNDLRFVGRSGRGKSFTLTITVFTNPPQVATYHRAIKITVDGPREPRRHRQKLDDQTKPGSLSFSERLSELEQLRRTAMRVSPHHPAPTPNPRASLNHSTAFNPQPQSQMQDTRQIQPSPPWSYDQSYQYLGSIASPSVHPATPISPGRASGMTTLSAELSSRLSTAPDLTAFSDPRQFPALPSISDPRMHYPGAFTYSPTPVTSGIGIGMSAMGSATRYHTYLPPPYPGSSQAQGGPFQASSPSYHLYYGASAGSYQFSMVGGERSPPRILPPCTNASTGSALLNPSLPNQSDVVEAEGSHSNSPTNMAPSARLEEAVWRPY
# Target sequence (Q13951 whole entry, looked up): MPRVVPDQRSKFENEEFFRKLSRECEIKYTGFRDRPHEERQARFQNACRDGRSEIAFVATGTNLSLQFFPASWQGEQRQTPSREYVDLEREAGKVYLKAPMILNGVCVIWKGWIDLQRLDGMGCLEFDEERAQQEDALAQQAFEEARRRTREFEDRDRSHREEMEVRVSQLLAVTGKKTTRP
#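 Read-out: AlphaScreen. Format: His-CBF-beta with biotinylated RUNX1 (30 nM each) preincubated 20 min, compound 15 min, Ni-chelate plus streptavidin beads 90 min; room temperature throughout.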
# SMN2 splice up = increases expression of the SMN2 splice variant; HEK293 SMN2-luciferase splicing reporter, luminescence, 30-36 h; Potency, µM (highest dose often 46.1 µM), inactives show at the highest dose activity change, positive = activation, hits mostly activators; actives 2.8% (n = 210,000); AID 1458; also: potency is read from the fitted curve at half-maximal effect; % of control where 0% means no effect; nearly all actives have a fitted effect of over 55% in size
#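 qHTS luciferase splicing reporter: luminescence rises when SMN2 exon 7 is included in transfected HEK293 cells. Compound exposure lasted 30-36 h at 37C, with 4.5 mM final sodium butyrate as control, followed by a ONE-Glo read.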
# LMNA splice mod = changes lamin A minigene splicing in HeLa cells. HeLa LMNA splicing GFP/RFP minigene ratio, 48 h. Potency, µM (series often up to 46.1 µM), for inactives: at the highest dose ratio change, negative = inhibition, hits mostly inhibitors. actives 0.01% (n = 200,000); active = well fitted inhibition curve with a large enough effect in the signal ratio, with a control signal flat, not every such curve was filed as active; inconclusive = small, poorly fitted or top-dose-only effect, or effect the other way, or a change in a side signal; the % refers to the signal ratio; also: potency is read from the fitted curve at half-maximal effect; % is scaled to controls: 0 for no effect and ±100 for the full control effect
#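 S3 HeLa cells stably expressing lamin A-EGFP splicing minigene plus DsRed2, 600 cells/well, 48 h compound exposure at 37C. Laser-scanning cytometry; analysed as GFP (500-530 nm)/RFP (575-640 nm) total intensity ratio; 0.5% DMSO vehicle.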
# KinaseGlo FLuc = counter-screen: inhibitors of Kinase-Glo firefly luciferase; Q27757; Kinase-Glo luciferase, ATP luminescence, 8 min; Potency, µM (doses to about 38.3 µM), for the others: at the highest dose activity change, negative = inhibition, most hits filed as inhibitors; actives 0.28% (n = 200,000); AID 1379; also: potency is read from the fitted curve at half-maximal effect; % is scaled to controls: 0 for no effect and ±100 for the full control effect; nearly all actives have a fitted effect of over 60% in size
#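 Substrate mix (final 50 mM imidazole pH 7.2, 50 mM KCl, 7 mM MgCl2, 10 uM ATP, 0.01% Tween 20, 0.05% BSA) plus pin-tool compound, then Kinase-Glo detection mix; 8 min ambient, luminescence read.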
# HttQ103 aggreg = reduces HttQ103-GFP aggregates in PC12 cells | actives 1.1% (n = 220,000) | Potency, µM (titrated, usually from 46.1 µM), for the others: top-dose activity change, negative = inhibition, actives largely listed as inhibitors | AID 1688 | PC12 HttQ103-GFP aggregates, Acumen cytometry, 40 h; also: potency is read from the fitted curve at half-maximal effect; % is scaled to controls: 0 for no effect and ±100 for the full control effect; nearly all actives have a fitted effect of over 60% in size
#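 Using laser scanning cytometry, GFP-positive aggregates were counted after lysis of PC12 cells induced with 100 nM tebufenozide to express HTT exon 1 Q103–GFP. Compounds were tested in titration.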
# IMPase Li cell = cell-permeable IMPase inhibitors with lithium potentiation; CHO-M1 cells, IP1 TR-FRET (IP-One), carbachol + lithium; Potency, µM (top dose mostly 59.4 µM), for inactives: at the highest dose activity, negative = IMPase inhibition, usual class: inhibitors; actives 0.35% (n = 210,000); AID 1457;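 also: IP1 builds up when IMPase is blocked and the TR-FRET signal falls; potency is read from the fitted curve at half-maximal effect; plate controls were basal vehicle for no effect and high inhibitor control for full effect; nearly all actives have a fitted effect of over 50% in size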
#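 CHO cells stably expressing M1 receptor (2000/well, cultured 16–30 h) treated 30 min at 37C with compound plus low lithium. Cytosolic IP1 by TR-FRET (665/620 ratio and 620 channel) after 10 min lysis; AC50 by Hill fit.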
# HTT cytoprotect = cytoprotection in Huntington HTT-Q103 PC12 cell model | actives 0.14% (n = 230,000) | AID 1471 | Potency, µM (highest dose often 56.4 µM), inactives show cytoprotection (ATP increase), usual class: activators | PC12 HTT-Q103 induced, cytoprotection, ATP luminescence, 40 h;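 also: potency is read from the fitted curve at half-maximal effect; % of control where 0% means no effect; nearly all actives have a fitted effect of over 45% in size; toxic huntingtin expression switched on by the ecdysone agonist tebufenozide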
#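 PC12 cells stably carrying ecdysone-inducible Htt exon 1 (Q103)–GFP were induced with 100 nM tebufenozide (final) alongside library compounds in a dose series. Cytoprotection was scored as retained ATP by ATPlite luminescence.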
# An asterisk follows results filed as active; ? = inconclusive; · = not tested or not shown; & = joins results of further samples; [ ] = dose if it differs, or a comment. Unless noted, calls follow the shape of the dose curve; as a rule, active = well fitted curve in the direction sought with a large enough effect; inconclusive = small, poorly fitted or top-dose-only effect, or another doubt; inactive = no such curve, though single readings can be large; an effect the other way counts as inactive or inconclusive. This is a subset (hit frequency here may not be typical).
no.	SMILES	HTT cytoprotect	KinaseGlo FLuc	IMPase Li cell	HttQ103 aggreg	LMNA splice mod	CBFb-RUNX1 inh	SMN2 splice up
1	Cc1oc(-c2ccccc2Cl)nc1CN1C(=O)CN=C(c2ccccc2)c2ccccc21	·	-4%	17%	15%	?	2%[2.36 µM]	-60%[inhibitor]
2	CCCCCCCCCC[N+](C)(C)CCCCCCCCCC	-99%[inhibitor]	·	·	?	?	·	·
3	CCS(=O)(=O)NCc1nnc2n1-c1ccc(Cl)cc1C(c1ccccc1)=NC2	20%[10 µM]	-4%	-7%	-8%	-6%	7%	11%
4	Nc1nc(OCc2ccccc2)c2[nH]cnc2n1	-20%[1.9 µM]	-9%	-2%	·	?	-8%	17%
5	Cc1ccc(-c2nc3ccccc3c(=O)n2-c2ccccn2)cc1	5%[1.9 µM]	-5%	3%	21%	-6%	7%	1%
6	Cn1c(O)c(/C=C/C=Nc2ccccc2)c(=O)n(C)c1=O	-6%[10 µM]	3%	3%	7%	-1%	-4%	·
7	CCCCC/C=C\C/C=C\C/C=C\C/C=C\CCCC(=O)NCC(=O)O	-23%	0%	7%&0%&5%&5%	-4%[4.2 µM]	6%	?	-12%&4%&26%
8	CCOC(=O)C1(CCc2ccccc2)CCN(Cc2ccc3c(c2)OCCO3)CC1	-19%[10 µM]	-1%	9%	-2%[9.22 µM]	-14%[46 µM]	10%	·
9	Cc1noc(C)c1C(=O)N1CCC[C@@]2(CCN(CC(C)C)C2)C1	-15%	0%	-3%	·	·	·	-5%
10	COc1cc(C(=S)N2CCOCC2)cc(OC)c1OC(=O)Cc1ccccc1	-28%	0%	-21%	4%	19%[46 µM]	-1%	-33%[inhibitor]
11	CCOP(=S)(OCC)Oc1ccc([N+](=O)[O-])cc1	12%&7%	·	1%&1%	·	·	?	9%&1%
12	Cc1cc(NC(=O)COC(=O)c2c(C)nn(Cc3ccccc3Cl)c2C)no1	-19%	-4%	13%[38.3 µM]	0%	?	2%	-20%
13	CC(=O)N1CCN(c2ccc(N=Cc3c(O)n(Cc4ccccc4)c(=O)[nH]c3=O)cc2)CC1	-12%[10 µM]	1%	-12%	?	-6%	-2%	-39%[inhibitor]
14	O=C(c1ccccc1)N1CCC2(CC1)OCCO2	8%[10 µM]	·	·	4%[9.22 µM]	·	3%	·
15	CC(C)(C)NC[C@@H](O)COc1cccc2[nH]c(C#N)cc12	?	-1%	16%	·	·	8%[21.7 µM]	·
16	NC(=O)CS(=O)C(c1ccccc1)c1ccccc1 (stereo not given)	16%&-19%	-8%	27%&4%	-7%	?	12%&12%&4%	2%&10%
17	CC(Cc1ccccc1)NC(=O)/C=C/C(=O)O (stereo not given)	7%[10 µM]	1%	4%	2%	8%[46 µM]	-15%	3%
18	Nc1ccc(N)cc1	-110%[inhibitor]	-1%[39.9 µM]	22%	13%	?	?	·
19	CSc1ccc(C(=O)C2CCCN(CCCn3cccn3)C2)cc1 (stereo not given)	-57%[inhibitor]	4%	15%	-4%	·	6%	·
20	Cc1c(C(=O)Nc2ccccc2)cc(-c2ccccc2)n1CCCN1CCOCC1	13%[10 µM]	·	·	3%[9.22 µM]	·	-2%	·
21	CN1CCN(C(=O)COc2ccc(Oc3ccccc3)cc2)CC1	-23%	-2%	4%	10%	·	25%	-5%
22	Cc1cccc(-n2c(O)c(/C=C3/C(c4ccccc4)=Nc4ccccc43)c(=O)[nH]c2=O)c1	-36%[10 µM]	·	·	-11%[9.22 µM]	·	10%	·
23	CN1C(=O)C(C2c3ccccc3C(=O)N2Cc2ccc([N+](=O)[O-])cc2)C(=O)N(C)C1=O (stereo not given)	1%	4%	-2%[38.3 µM]	10%	13%	0%	-3%
24	CC(=O)Nc1ccc(C(=O)OCC(=O)Nc2ccc(Cl)cc2C(=O)c2ccccc2)cc1	12%[10 µM]	0%	7%	-11%	6%	5%	-21%
25	CSc1ncc(/C=C2/C(=O)NC(=O)N(c3ccc(Cl)cc3)C2=O)cn1	-11%	-1%	-6%	8%	·	2%	-7%
26	CC(C)n1c(=O)c(C=Nc2ccc(S(N)(=O)=O)cc2)c(O)n(Cc2ccco2)c1=O	·	-4%	-2%	-13%	0%	?	11%
27	CCCN1CCC[C@H](c2cccc(O)c2)C1	20%	-4%	-13%	6%	-8%	-2%	-4%
28	Cc1sc2ncn(CC(=O)NCCCC(=O)N3CCC4(CC3)OCCO4)c(=O)c2c1C	?	2%	-4%[38.3 µM]	-6%	2%	5%	-10%
29	O=C(COC(=O)c1ccccc1)Nc1ccc(Cl)cc1C(=O)c1ccccc1	6%[10 µM]	-1%	25%	13%	2%	4%	-7%
30	CC(NCc1ccc(Cl)c(Cl)c1)C(O)c1ccccc1 (stereo not given)	-19%	20%	29%[38.3 µM]	-13%	5%	0%	14%
31	CCOC(=O)C1=CC(OC(CC)CC)C(NC(C)=O)C(N)C1 (stereo not given)	-40%[inhibitor]	-1%	0%	10%	?	-15%	4%
32	Cc1ccsc1C(=O)C1CCCN(Cc2ccccc2O)C1 (stereo not given)	5%[10 µM]	1%	12%	0%[9.22 µM]	?	8%	·
33	O=C(Oc1ccccc1)N1CCC2(CCCN(Cc3ccccc3)C2)CC1	?	-4%	28%	·	·	·	-3%
34	CCN1C[C@]2(COC)CC[C@H](O)[C@@]34[C@@H]5C[C@H]6[C@@H](OC)[C@H]5[C@](O)(C[C@@H]6OC)[C@@](O)([C@@H](OC)[C@H]23)[C@@H]14	4%[40.3 µM]	-3%[17.1 µM]	-4%	·	?	9%[21.7 µM]	1%[20.6 µM]
35	COc1ccc(CNc2oc(-c3cccc4ccccc34)nc2P(=O)(OC)OC)cc1	-16%	1%	?	?	·	?	-48%
36	COc1ccc(N=C2SCCCN2C)cc1	8%[10 µM]	1%	1%	-16%	2%	2%	28%
37	OCCBr	-28%	·	-13%	·	·	8%[21.7 µM]	5%
38	C=CCn1c(O)c(C(CC)=NCC2CCCO2)c(=O)[nH]c1=O (stereo not given)	-11%[10 µM]	·	·	-8%[9.22 µM]	·	4%	·
39	CCc1ccccc1N1C(=O)/C(=C/c2ccc(N3CCN(C)CC3)o2)C(=O)NC1=S	·	-9%	11%	?	?	1%	?
40	N[C@@H](Cc1ccccc1)P(=O)(O)O	-16%[10 µM]	-1%[7.66 µM]	7%	·	·	·	-1%[9.22 µM]
41	CCOC(=O)C1=C(C)OC(N)=C(C#N)C12C(=O)N(C)c1ccccc12 (stereo not given)	-12%	-2%	-5%[38.3 µM]	0%	-7%	-2%	6%
42	Cc1ccc(-n2c(O)c(C=NC3CCCC3)c(=O)[nH]c2=O)c(C)c1	-15%	-2%	-1%[38.3 µM]	-6%	0%	5%	-5%
43	C[C@]12C/C(=C/O)C(=O)C[C@@H]1CC[C@@H]1[C@@H]2CC[C@@]2(C)[C@H]1CC[C@]2(C)O	-1%	·	-6%	10%	?	-1%[21.7 µM]	-2%
44	N#Cc1cc(F)c(N2CCNCC2)cc1Cl	14%	0%	23%[38.3 µM]	11%	-3%	3%	12%
45	Cc1nc2c(-c3ccc(F)cc3)c(C)nn2c(C)c1CCC(=O)N1CCC2(CC1)OCCO2	-14%	1%	12%[38.3 µM]	-5%	-3%	4%	17%
46	CC(O)(CS(=O)(=O)c1cccc(C(F)(F)F)c1)C(=O)Nc1cccc(C(F)(F)F)c1 (stereo not given)	10%	-3%	5%[38.3 µM]	8%	4%	3%	-12%
47	COc1cc2c(cc1O)C[C@H]1c3c(cc(O)c(OC)c3-2)CCN1C	5%	-6%[17.1 µM]	2%	·	?	2%[21.7 µM]	-31%[20.6 µM]
48	COc1cccc(-c2nc(CS(=O)CC(=O)N3CCC4(CC3)OCCO4)c(C)o2)c1 (stereo not given)	-10%	0%	-5%[38.3 µM]	8%	-3%	1%	0%
49	c1cc2c(cc1CCNC1C3CC4CC(C3)CC1C4)OCO2 (stereo not given)	21%[1.9 µM]	-4%	18%	-16%	?	4%	2%
50	CCCC[N+]12CCC(CC1)C(C(O)(c1ccccc1)c1ccccc1)C2 (stereo not given)	-2%[10 µM]	·	·	-9%[9.22 µM]	·	-2%	·

# Other results
no.	SMILES	HTT cytoprotect	KinaseGlo FLuc	IMPase Li cell	HttQ103 aggreg	LMNA splice mod	CBFb-RUNX1 inh	SMN2 splice up
51	CN1C(=O)N(C)C(=O)C2(Cc3cc(N)ccc3N3CCN(c4ccccc4F)CC32)C1=O (stereo not given)	-3%	-5%	7%[38.3 µM]	25%	-3%	-8%	-13%
52	COc1ccccc1N(CC(=O)NC1CCCCC1)C(=O)c1cnn(C(C)C)c1	8%[10 µM]	2%	4%	4%	-10%	13%	5%
53	C[N+]1(C)CCN(c2ccccc2)CC1	-17%	-7%&-2%	17%&12%&6%	-17%	?	15%&-15%&6%	-11%&-58%&-7%
54	C=Cn1ccnc1P(=S)(c1ccc(N(C)C)cc1)c1nccn1C=C	-10%	7%	44%[activator][38.3 µM]	18%	3%	-7%	-4%
55	CCCCCn1c(NC(=O)c2ccco2)c(C(=O)OCC)c2nc3ccccc3nc21	·	-4%	-13%	19%	?	23%	1%
56	Cc1ccccc1O	3%	·	0%	·	·	9%[21.7 µM]	-4%
57	c1csc(CN2CCNCC2)c1	-36%[inhibitor]	2%	11%	13%	-12%[46 µM]	0%	6%
58	Cc1ccc(Cl)cc1N1CCN(CCN)CC1	-19%	-2%	22%[38.3 µM]	-1%	-15%	-2%	25%
59	O=C(Nc1cccc(OC(=O)N2CCOCC2)c1)N1CCOCC1	-3%	2%	4%[38.3 µM]	-12%	0%	5%	2%
60	CCN(CC)P(=S)(c1c(C)nc2ccccn12)c1c(C)nc2ccccn12	-9%	-2%	5%	5%	0%[46 µM]	-2%	7%
61	CCC(C)c1ccc(N2C(=O)NC(=O)/C(=C/c3cccn3CCOc3ccc(C)cc3)C2=O)cc1 (stereo not given)	-2%[1.9 µM]	3%	4%	?	-17%	-24%	2%
62	CN1C2CCC1CC(OC(=O)CCN1CCCC1)C2 (stereo not given)	18%	5%	35%[38.3 µM]	3%	1%	-23%	·

# Screening results (PubChem BioAssay)
